Bioassay records as filed in PubChem BioAssay.
EZH2 inh = inhibitors of human EZH2/PRC2 methyltransferase. PRC2 H3K27 methylation, DELFIA TRF, 1 h. inhibition, % at 12.5 µM. 57,000 compounds, 0.35% hits. Q15910;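 active = mean inhibition of replicates at least 50% and every single replicate also reaching 50%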;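 also: dimethyl H3K27 on biotinylated H3 21-44 peptide detected by antibody; plate controls were median neutral control wells for no effect and median positive control wells for full effect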
Target sequence (Q15910 whole entry, looked up): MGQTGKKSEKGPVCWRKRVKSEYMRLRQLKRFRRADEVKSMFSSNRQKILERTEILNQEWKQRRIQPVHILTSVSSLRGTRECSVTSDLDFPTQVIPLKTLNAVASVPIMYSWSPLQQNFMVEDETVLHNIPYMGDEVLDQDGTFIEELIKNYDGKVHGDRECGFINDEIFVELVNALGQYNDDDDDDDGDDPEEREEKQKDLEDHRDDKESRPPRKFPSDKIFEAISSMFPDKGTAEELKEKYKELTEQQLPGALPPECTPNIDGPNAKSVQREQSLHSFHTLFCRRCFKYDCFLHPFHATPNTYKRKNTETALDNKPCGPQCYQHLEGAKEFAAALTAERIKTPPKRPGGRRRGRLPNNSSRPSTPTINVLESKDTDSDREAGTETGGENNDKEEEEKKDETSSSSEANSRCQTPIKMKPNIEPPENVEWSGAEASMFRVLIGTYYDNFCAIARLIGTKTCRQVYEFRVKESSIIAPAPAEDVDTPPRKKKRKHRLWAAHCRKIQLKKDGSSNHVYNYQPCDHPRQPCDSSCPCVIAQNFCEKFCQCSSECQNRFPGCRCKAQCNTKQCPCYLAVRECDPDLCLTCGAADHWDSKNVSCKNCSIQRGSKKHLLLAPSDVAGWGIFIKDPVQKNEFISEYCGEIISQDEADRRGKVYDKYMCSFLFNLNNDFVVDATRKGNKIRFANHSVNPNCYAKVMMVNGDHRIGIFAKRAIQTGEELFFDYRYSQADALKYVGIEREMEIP
IDH1 mut inh = IDH1 R132H (human) inhibition | IDH1 R132H reductase, diaphorase/resazurin fluorescence, 60 min | inhibition, % at 10 µM | 70,000 compounds, 0.18% hits; in the data active = inhibition above about 34%;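 also: 0% = DMSO and 100% = no enzyme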
Numbers without * were called inactive; nt = not tested or not shown. Some of the compounds tested; the hit share may differ from the screen's.

A first look:
Results follow in this order: EZH2 inh, IDH1 mut inh
- COCC(=O)Nc1ccc2c(c1)OC[C@H](C)N(C(=O)c1ccccc1)C[C@H](C)[C@@H](OC)CN(C)C2=O
    4.1, 0.5
- O=C(Cc1ccncc1)NCC[C@H]1CC[C@H](NC(=O)Nc2cccc(F)c2)[C@H](CO)O1
    3.9, 0.2

This part in full, previewed entries included:
Results follow in this order: EZH2 inh, IDH1 mut inh
- COCC(=O)Nc1ccc2c(c1)OC[C@H](C)N(C(=O)c1ccccc1)C[C@H](C)[C@@H](OC)CN(C)C2=O
    4.1, 0.5
- O=C(Cc1ccncc1)NCC[C@H]1CC[C@H](NC(=O)Nc2cccc(F)c2)[C@H](CO)O1
    3.9, 0.2
- CSc1ccccc1NC(=O)C(C)n1nc(C)c([N+](=O)[O-])c1C (centres undefined)
    2.0, 0.2
- CS(=O)(=O)N(CC(=O)Nc1ccc(F)c(Cl)c1)Cc1ccccc1
    2.5, -0.5
- Cc1cc(C(=O)Nc2cccc3c2O[C@H](CN(C)C)[C@H](C)CN([C@@H](C)CO)C3=O)n(C)n1
    0.9, nt
- CC1(C)CC(=O)c2c(O)cc(OCC(=O)c3ccc(Cl)c(Cl)c3)cc2O1
    1.4, 0.5
- C[C@H]1CN([C@@H](C)CO)C(=O)Cc2cc(NC(=O)CCN3CCOCC3)ccc2O[C@@H]1CN(C)C(=O)Nc1ccccc1
    18.7, 2.9
- Cc1noc(C)c1NC(=O)N(C)C[C@@H]1Oc2ccc(NC(=O)c3ccncc3)cc2CC(=O)N([C@H](C)CO)C[C@@H]1C
    nt, 0.7
- CO[C@@H]1CN(C)C(=O)c2ccc(NC(=O)c3ccc(F)cc3)cc2OC[C@@H](C)N(C(C)=O)C[C@H]1C
    2.3, 0.3
- O=C(C1=C[C@@H](c2ccc3c(c2)OCO3)C[C@@H](OCc2ccc(CO)cc2)O1)N1CCCCC1
    8.1, 0.4
- O=C(N[C@H]1CC[C@H](CCNS(=O)(=O)c2ccccc2)O[C@@H]1CO)c1cccnc1
    -9.4, -0.1
- C[C@@H]1CN([C@H](C)CO)C(=O)c2cccc(NS(=O)(=O)c3ccc(Cl)cc3)c2O[C@@H]1CN(C)Cc1ccncc1
    -0.5, 5.1
- Cc1ccc(C2CC(=O)NC(SCC(=O)OC(C)C)=C2C#N)cc1 (centres undefined)
    18.6, -1.3
- COc1ccc(OC)c(NS(=O)(=O)c2cc(OC)ccc2OC)c1
    -8.1, -1.0
- C[C@H](CO)N1C[C@H](C)[C@@H](CN(C)C(=O)C2CCC2)Oc2cc(-c3cncnc3)ccc2S1(=O)=O
    21.9, nt
- C[C@H](CO)N1C[C@H](C)[C@H](CN(C)C(=O)C2CCC2)Oc2cc(C#CCN(C)C)ccc2S1(=O)=O
    -13.0, nt
- COc1ccc(-c2cnc3c(c2)C(=O)N([C@@H](C)CO)C[C@@H](C)[C@@H](CN(C)C(=O)Cc2ccncc2)O3)cc1
    nt, 4.7
- C[C@@H]1CN([C@H](C)CO)C(=O)c2cc(-c3cccnc3)cnc2O[C@@H]1CN(C)C(=O)NC1CCCC1
    18.0, -2.8
- Cc1noc(C)c1S(=O)(=O)N(C)C[C@H]1Oc2ccc(NS(=O)(=O)c3ccc(Cl)cc3)cc2C(=O)N([C@H](C)CO)C[C@H]1C
    nt, 0.3
- Cc1ccc(S(=O)(=O)N(C)C[C@@H]2Oc3cc(C#Cc4ccncc4)ccc3S(=O)(=O)N([C@H](C)CO)C[C@@H]2C)cc1
    2.9, -0.6

Results follow in this order: EZH2 inh, IDH1 mut inh
- C[C@@H]1CN([C@@H](C)CO)S(=O)(=O)c2ccc(Br)cc2O[C@@H]1CN(C)Cc1cncnc1
    -11.6, 0.4
- Cc1noc(C)c1S(=O)(=O)Nc1ccc2c(c1)C(=O)N([C@@H](C)CO)C[C@@H](C)[C@@H](CN(C)CC1CC1)O2
    -1.8, 0.2
- C[C@H]1CCCCO[C@H](CN(C)C)[C@@H](C)CN([C@@H](C)CO)C(=O)c2cc(NS(=O)(=O)c3ccc(Cl)cc3)ccc2O1
    -5.0, 0.6
- CO[C@H]1CN(C)C(=O)c2ccc(NC(=O)C3CC3)cc2OC[C@H](C)N(Cc2nccs2)C[C@H]1C
    11.3, 0.3
- C[C@H]1CN([C@@H](C)CO)C(=O)Cc2cc(NS(C)(=O)=O)ccc2O[C@@H]1CN(C)Cc1ccc2c(c1)OCO2
    -3.8, 0.2
- C[C@H]1CN([C@@H](C)CO)C(=O)c2c(c3ccccc3n2C)-c2ccccc2CO[C@@H]1CN(C)C(=O)CCC(F)(F)F
    -17.0, nt
- COc1ccc(S(=O)(=O)N(C)C[C@H]2Oc3ccc(NS(=O)(=O)c4cn(C)cn4)cc3C(=O)N([C@@H](C)CO)C[C@H]2C)cc1
    nt, -1.9
- O=C(Nc1ccccc1F)N[C@H]1CC[C@H](CCNS(=O)(=O)c2ccccc2)O[C@H]1CO
    20.7, -0.1
- CC(=O)CC(=O)N1C(=O)N(C)[C@@]2(C)Oc3ccccc3[C@@H]1[C@H]2COC(=O)c1ccccc1
    -5.8, nt
- CNC[C@@H]1OCCCC[C@H](C)Oc2ccc(NS(=O)(=O)c3c(C)noc3C)cc2C(=O)N([C@@H](C)CO)C[C@H]1C
    nt, 0.4
- COc1ccc(NC(=O)Nc2ccc3c(c2)CC(=O)N([C@H](C)CO)C[C@H](C)[C@@H](CN(C)S(=O)(=O)c2cccs2)O3)cc1
    nt, 0.5
- CC(C)(C)c1cc(CN2CCOCC2)c(C(=O)O)o1
    nt, -0.1
- COc1cc(C(Nc2ccccn2)c2cc(Cl)c3cccnc3c2O)cc(I)c1O (centres undefined)
    -60.3, -0.2
- O=C(C[C@@H]1C[C@H]2c3cc(NC(=O)NC4CCCCC4)ccc3O[C@H]2[C@@H](CO)O1)NCc1cccnc1
    -1.1, -0.1
- COc1cc2ccc(=O)oc2c(O[C@@H]2O[C@H](CO)[C@@H](O)[C@H](O)[C@H]2O)c1OC
    nt, 0.4
- CCC(=O)N1C[C@H](C)[C@@H](OC)CN(C)C(=O)c2ccc(NC(=O)Nc3ccc(Cl)cc3)cc2OC[C@H]1C
    -0.4, 0.0
- CNC[C@@H]1Oc2ccc(NC(=O)CCC(F)(F)F)cc2CC(=O)N([C@H](C)CO)C[C@@H]1C
    -1.7, 1.3
- COCC(=O)Nc1ccc2c(c1)C(=O)N(C)C[C@H](OC)[C@H](C)CN(CCC(F)(F)F)[C@@H](C)CO2
    8.7, 0.0
- CC(=O)CCc1c(C)[nH]c2ccc(NC(C)=O)cc2c1=O
    -26.8, -0.5
- Cc1noc(C)c1NC(=O)N(C)C[C@@H]1OCCCC[C@H](C)Oc2ccc(NS(=O)(=O)c3c(C)noc3C)cc2C(=O)N([C@@H](C)CO)C[C@H]1C
    nt, 0.6

Record cards, as listed above:
COc1ccc(NC(=O)Nc2ccc3c(c2)CC(=O)N([C@H](C)CO)C[C@H](C)[C@@H](CN(C)S(=O)(=O)c2cccs2)O3)cc1 in the list: EZH2 inh = nt; IDH1 mut inh = 0.5
COc1cc(C(Nc2ccccn2)c2cc(Cl)c3cccnc3c2O)cc(I)c1O (centres undefined) in the list: EZH2 inh = -60.3; IDH1 mut inh = -0.2

The list continues:
Results follow in this order: EZH2 inh, IDH1 mut inh
- COc1ccc(CCNC(=S)Nc2c(C)nn(C)c2C)cc1OC
    -14.4, 0.2
- C=C1CCC2(C(=O)OC3OC(CO)C(O)C(O)C3OC3OCC(O)C(O)C3O)CCC3(C)C(=CCC4C5(C)CCC(OC6OC(CO)C(O)C(O)C6O)C(C)(CO)C5CCC43C)C2C1 (centres undefined)
    -26.4, 0.1
- COc1cccc(-c2ccc3c(c2)O[C@H](CN(C)C(=O)C2CCOCC2)[C@H](C)CN([C@H](C)CO)S3(=O)=O)c1
    -2.4, -1.6
- CC(C)CC#Cc1ccc2c(c1)O[C@@H](CN(C)Cc1ccccc1)[C@H](C)CN([C@@H](C)CO)S2(=O)=O
    13.0, -2.2
- CCC(=O)N1C[C@@H](C)[C@@H](OC)CN(C)C(=O)c2ccc(NC(=O)C3CC3)cc2OC[C@@H]1C
    0.0, 0.2
- C[C@H]1CN([C@@H](C)CO)C(=O)c2cc(NC(=O)Nc3ccccc3)ccc2O[C@H]1CN(C)C(=O)Nc1ccccc1
    5.8, -1.7
- CNC[C@H]1OCCCC[C@H](C)Oc2ccc(NC(=O)Nc3c(C)noc3C)cc2C(=O)N([C@@H](C)CO)C[C@@H]1C
    -16.5, nt
- C[C@@H]1CN([C@H](C)CO)C(=O)c2ccccc2-c2ccccc2CO[C@H]1CN(C)C(=O)c1ccncc1
    2.9, 0.3
- CO[C@H]1CN(C)C(=O)c2cc(NC(=O)C3CC3)ccc2OC[C@H](C)N(C(=O)c2ccccc2)C[C@H]1C
    -3.0, -0.2
- CNC[C@H]1Oc2c(NC(=O)Nc3ccc(C(F)(F)F)cc3)cccc2C(=O)N([C@H](C)CO)C[C@H]1C
    -9.7, 1.9
- C/C=C/c1ccc2c(c1)O[C@@H](CN(C)C(=O)c1ccccc1)[C@H](C)CN([C@@H](C)CO)S2(=O)=O
    6.0, -3.1
- CO[C@H](CN(C)S(=O)(=O)c1cccc(Cl)c1)[C@H](C)CN([C@@H](C)CO)S(=O)(=O)c1cccc(Cl)c1
    4.0, -0.6
- Brc1ccc2[nH]c3c(c2c1)CCCC3NCc1ccccc1 (centres undefined)
    -5.2, 0.7
- CC(C)[C@H](C)NC(=O)N(C)C[C@H]1OCc2ccccc2-c2ccccc2C(=O)N([C@H](C)CO)C[C@@H]1C
    4.2, -0.4
- O=C(C[C@@H]1C[C@@H]2c3cc(NC(=O)Cc4ccncc4)ccc3O[C@@H]2[C@H](CO)O1)NCc1cc(F)ccc1F
    -16.3, 0.3
- O=C(O)CCSc1nnc2c(n1)[nH]c1ccccc12
    -7.8, 1.3
- O=C(Cn1cc(C(=O)c2ccccc2F)c2ccccc21)Nc1ccccc1
    15.9, 0.1
- C/C=C/c1ccc2c(c1)O[C@@H](CN(C)C(=O)c1cccc(F)c1)[C@H](C)CN([C@H](C)CO)S2(=O)=O
    -14.3, -0.8
- C[C@@H]1CN([C@H](C)CO)C(=O)c2cc(NS(C)(=O)=O)ccc2O[C@@H]1CN(C)C
    nt, 3.0
- Cc1noc(C)c1NC(=O)N(C)C[C@H]1Oc2ccc(NC(=O)Nc3cccc4ccccc34)cc2C(=O)N([C@@H](C)CO)C[C@@H]1C
    nt, -14.3

Results follow in this order: EZH2 inh, IDH1 mut inh
- COc1ccc(S(=O)(=O)N[C@H]2CC[C@@H](CC(=O)NCCc3ccncc3)O[C@H]2CO)cc1
    -0.9, -0.2
- C[C@@H]1CCCCO[C@@H](CN(C)S(=O)(=O)c2ccc(Cl)cc2)[C@@H](C)CN([C@H](C)CO)C(=O)c2cc(NC(=O)c3ccccc3)ccc2O1
    nt, 0.5
- COc1ccc(NC(=O)N(C)C[C@H]2Oc3ncc(C#C[C@H](C)O)cc3C(=O)N([C@@H](C)CO)C[C@@H]2C)cc1
    9.9, -1.9
- C[C@@H]1CN([C@H](C)CO)S(=O)(=O)c2ccc(C#CC3(O)CCCC3)cc2O[C@@H]1CN(C)C(=O)c1cccnc1
    5.1, 0.7
- C[C@H](CO)N1C[C@H](C)[C@H](CN(C)Cc2ccc(C(=O)O)cc2)OCc2ccccc2-c2ccccc2C1=O
    -19.4, nt
- C/C=C/c1ccc2c(c1)O[C@@H](CN(C)C(=O)Cc1cccnc1)[C@@H](C)CN([C@@H](C)CO)S2(=O)=O
    11.3, 0.4
- COc1ccc(NC(=O)CSc2nc(-c3ccc(Cl)cc3)cc(C(F)(F)F)n2)c([N+](=O)[O-])c1
    26.3, 0.3
- O=C(NC1CCCCC1)N[C@@H]1C=C[C@@H](CC(=O)N2CCOCC2)O[C@@H]1CO
    -12.0, 0.1
- COc1ccccc1NC(=O)N[C@H]1C=C[C@@H](CC(=O)N[C@@H](C)c2ccccc2)O[C@@H]1CO
    -2.4, -0.1
- Cc1ccc(S(=O)(=O)N(C)C[C@H]2OCCCC[C@H](C)Oc3ccc(NC(=O)Cc4ccccc4)cc3C(=O)N([C@H](C)CO)C[C@@H]2C)cc1
    nt, 0.5
- CO[C@@H]1CN(C)C(=O)c2cc(NS(C)(=O)=O)ccc2OC[C@H](C)N(C(=O)C2CCOCC2)C[C@H]1C
    7.2, 0.3
- CCCNC(=O)N(C)C[C@@H]1Oc2cc(C#CCOC)ccc2S(=O)(=O)N([C@@H](C)CO)C[C@H]1C
    25.0, 0.1
- CS(=O)(=O)Nc1ccc2c(c1)[C@H]1C[C@@H](CC(=O)NCc3ccccc3)O[C@H](CO)[C@H]1O2
    -8.9, -1.4
- CC(C)NC(=O)N(C)C[C@@H]1OCc2ccccc2-c2c(n(C)c3ccccc23)C(=O)N([C@@H](C)CO)C[C@H]1C
    -1.0, nt
- Cc1ccc(S(=O)(=O)N(C)C[C@H]2Oc3c(cccc3N(C)C)C(=O)N([C@@H](C)CO)C[C@H]2C)cc1
    3.9, nt
- CCCC#Cc1cnc2c(c1)C(=O)N([C@H](C)CO)C[C@H](C)[C@H](CN(C)C(=O)c1ccc(F)cc1)O2
    nt, -0.2
- CC(C)(C)C(=O)CSc1nnc(-c2ccco2)n1Cc1ccco1
    nt, -0.1
- c1ccc2c(c1)OCC(c1nn3c(Cn4cnc5ccccc54)nnc3s1)O2 (centres undefined)
    -3.9, 7.0
- O=C(Nc1ccccc1)N[C@H](Cc1ccccc1)Cn1cc(CN2C(=O)COC[C@H]2c2ccccc2)nn1
    -2.8, nt
- C[C@@H]1CN([C@@H](C)CO)S(=O)(=O)c2ccc(C#C[C@@H](C)O)cc2O[C@@H]1CN(C)Cc1cncnc1
    nt, 0.0
- C[C@H]1CN([C@@H](C)CO)S(=O)(=O)c2ccc(Br)cc2O[C@H]1CN(C)C(=O)CC1CC1
    -14.0, -2.6
